Screens: PubChem, several laboratories
PKA-R1A act: activators of PKA-R1A complex; P00514+P68181; PKA-R1A dissociation, Cy5-IP20 fluorescence polarization; scaled: DMSO 0%, 113 µM cGMP 100%; activation, % at 11.4 µM; actives 0.083% (n = 340,000);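 active means percent activation above the mean of all tested compounds plus 3 SD, cut at about 19% in these data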;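 further: higher means more PKAc released from R1A so a rise in polarization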
V-ATPase pH: yeast V-ATPase proton transport regulation by pHLuorin; S. cerevisiae, pHLuorin cytosolic pH fluorescence; response, % at 10 µM; actives 0.37% (n = 350,000); AID 504577; in the data active means response mostly above about 7.3%, no sharp cut-off; inactive means mostly below about 5.4%; further: actives read high; inactives centre near 0; some compounds called inactive have numbers as strong as hits; reference of the scale not given here
Arrestin-AP2 inh: human beta-arrestin and AP2 interaction inhibition; actives 0.31% (n = 340,000); inhibition, % at 10 µM; FITC-arrestin peptide / GST-AP2 beads, flow cytometry; AP2 beta2 appendage carries R879A mutation; AID 504490;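 active means inhibition above a set limit, near 3 SD of compounds lacking own fluorescence, cut at about 54% in these data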;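 further: plate controls were DMSO wells for no effect and 5 µM unlabelled arrestin peptide for full effect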
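test system = AP2 appendage R879A on GSH beads | buffer or medium = PBS plus Tween 20 (0.05%) and BSA (0.1%) | incubation = 12 min plus 1 h, RT | detection = bead flow cytometry, FITC channel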
OPRM1-OPRD1 inv: mu-delta opioid heterodimer inverse agonism | P35372+P41143 | cell-based MOR-DOR heterodimer luminescence | inhibition, % at 9.3 µM | actives 0.21% (n = 340,000); in the data active means inhibition above about 22%, passing the limit was not always enough;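 further: 0% = cells with DMSO and 100% = wells without cells with DMSO; values of inactives mirror those of a sister screen read the other way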
DAGLB inhibitor: diacylglycerol lipase beta (human) inhibition. AID 504411. actives 0.059% (n = 340,000). Q8NCG7. inhibition, % at 5.17 µM. HEK293T DAGLB membrane lysate, EnzChek fluorogenic substrate; in the data active means inhibition above about 34%;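 further: 0% = enzyme with vehicle and 100% = wells lacking enzyme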
DSG3 Ab inh: human desmoglein-3 autoantibody binding inhibition. P32926. DSG3-coupled beads, scFv-anti-DSG3-GFP binding, flow cytometry; active compounds read low. binding (percent of control), % at 10 µM. actives 0.48% (n = 310,000). AID 588358;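 active means binding more than 3 SD below its plate's average and above zero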;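 further: hits lower antibody fragment binding to DSG3; some compounds called inactive have numbers as strong as hits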
HTR5A ag: counter-screen for OPRM1-OPRD1 agonists: human HTR5A agonism | activation, % at 9.3 µM | P47898 | HTR5A agonist assay, luminescence, cell-based | actives 0.61% (n = 340,000); in the data active means activation mostly above about 9.5%, no sharp cut-off; inactive means mostly below about 7.6%;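 further: 0% = cells with vehicle only and 100% = reference agonist; strong numbers were not always called active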
Target sequence (P47898 whole entry, looked up): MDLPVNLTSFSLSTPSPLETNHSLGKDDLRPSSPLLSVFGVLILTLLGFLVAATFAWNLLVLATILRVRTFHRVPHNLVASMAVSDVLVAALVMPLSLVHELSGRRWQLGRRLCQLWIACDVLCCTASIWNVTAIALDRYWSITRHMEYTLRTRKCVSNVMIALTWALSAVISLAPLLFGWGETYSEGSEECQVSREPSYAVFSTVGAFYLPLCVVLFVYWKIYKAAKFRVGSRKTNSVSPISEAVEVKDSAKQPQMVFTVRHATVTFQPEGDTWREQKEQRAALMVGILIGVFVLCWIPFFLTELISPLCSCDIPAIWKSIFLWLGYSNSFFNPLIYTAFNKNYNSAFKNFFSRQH
HTR5A inv ctr: HTR5A inverse agonism, opioid heterodimer counter-screen | P47898 | HTR5A cell line, luminescence | inhibition, % at 9.3 µM | actives 0.083% (n = 340,000); in the data active means inhibition mostly above about 23%, no sharp cut-off; inactive means mostly below about 18%;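 further: 0% = cells with DMSO and 100% = no-cell wells with DMSO; some compounds called inactive have numbers as strong as hits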
MOR-DOR ag: OPRM1-OPRD1 heterodimerization agonism | P35372+P41143 | cells, luminescence | activation, % at 9.3 µM | actives 0.3% (n = 340,000); in the data active means activation above about 18%;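 further: 0% = vehicle-treated cells and 100% = reference agonist; values of inactives mirror those of a sister screen read the other way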
PKA-R2B act: PKA-R2B complex activation; activation, % at 11.4 µM; P22694+P31323; PKA-R2B holoenzyme dissociation, Cy5-IP20 fluorescence polarization; R2B truncated from residue 108, S112A mutant; 0% DMSO only, 100% 113 µM cGMP; actives 0.079% (n = 340,000);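 active means activation above a cutoff set at the mean over all compounds plus 3 SD, cut at about 18% in these data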;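 further: higher means more holoenzyme dissociation and a rise in polarization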
Target sequence (P31323 whole entry, looked up, other chains not shown, the tested form may be a part): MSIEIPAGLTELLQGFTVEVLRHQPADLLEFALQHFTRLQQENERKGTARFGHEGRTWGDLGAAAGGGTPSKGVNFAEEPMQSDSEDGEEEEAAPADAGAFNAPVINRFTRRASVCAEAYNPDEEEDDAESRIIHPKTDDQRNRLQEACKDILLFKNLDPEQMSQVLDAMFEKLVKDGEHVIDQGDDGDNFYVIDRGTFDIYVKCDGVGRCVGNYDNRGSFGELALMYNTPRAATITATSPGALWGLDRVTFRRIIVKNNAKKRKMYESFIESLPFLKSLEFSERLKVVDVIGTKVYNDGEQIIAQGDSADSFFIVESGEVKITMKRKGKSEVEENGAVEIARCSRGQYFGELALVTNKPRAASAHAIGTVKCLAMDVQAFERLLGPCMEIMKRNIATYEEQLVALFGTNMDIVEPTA
Active calls of the source: *; . = no result given.

SMILES	PKA-R1A act	V-ATPase pH	Arrestin-AP2 inh	OPRM1-OPRD1 inv	DAGLB inhibitor	DSG3 Ab inh	HTR5A ag	HTR5A inv ctr	MOR-DOR ag	PKA-R2B act
O=C(NCCO)c1nc(NCCO)c2ccccc2n1	7	7	3	6	1	101	5	-15	-1.1	3
O=C(NC1CCN(Cc2ccccc2)CC1)c1ccc(S(=O)(=O)NCc2ccco2)cc1	8	1	12	-8	1	98	2	-5	1.6	1
CCn1c(N2CCN(C(c3ccccc3)c3ccccc3)CC2)nc2c1c(=O)[nH]c(=O)n2C	-10	-1	8	10	-1	99	4	-14	-2.1	0
CCCCCCCNC(=O)C1(CC2CC(c3ccc(Cl)cc3)=NO2)CCN(C(=O)CCCCCBr)CC1 (configuration not stated)	-22	-2	31	13	-3	102	-1	-8	-2.2	1
CCCCCCSc1ccc(-c2nc3ccc(C)cn3c2NCc2ccccc2)cc1	9	3	21	5	-1	104	-1	3	-1.2	6
COc1ccc(C2C(C#N)=C(C)NC(C)=C2C#N)c(OC)c1	-3	-2	-10	8	-1	103	0	1	-1.6	5
Cc1ccc(-n2ncc3c2CC(C)(C)CC3NC(=O)c2ccccn2)cc1 (configuration not stated)	-2	5	31	-2	-2	102	-1	5	0.4	0
CCOC(=O)C1CCCN(C(=O)c2cccc(S(=O)(=O)N3CC(C)OC(C)C3)c2)C1 (configuration not stated)	-4	-2	2	3	4	76	4	-11	-0.5	-14
O=c1cc(-c2ccc(F)cc2)[nH][nH]1	-1	1	5	10	4	122	-2	-30	-1.9	6
CCOC(=O)C1CCCN(c2c(N3CCN(c4cccc(Cl)c4)CC3)c(=O)c2=O)C1 (configuration not stated)	0	6	11	4	-2	100	5	-15	-0.7	-4
CCCCNC(=O)O/N=C(\N)CS(=O)(=O)C(C)(C)C	-9	-4	-1	10	0	104	5	12	-1.9	-10
COc1ccc(C(=O)Nc2ccnn2C2CCN(C(C)CSC)CC2)cc1 (configuration not stated)	10	-3	3	16	0	102	-2	4	-3.0	-1
Cc1ccc(NC(=O)N(Cc2ccco2)C(C)c2ccco2)cc1C (configuration not stated)	2	1	27	8	-7	100	1	2	-1.3	0
CN1CCN(C(=O)C2=C[C@@H](c3coc4ccccc4c3=O)C[C@@H](OCCCCO)O2)CC1	-1	3	5	14	-8	101	5	6	-2.3	-5
O=C(Nc1ccccc1-c1ccccc1)C1CCCCC1	2	0	1	-3	-3	98	4	-10	0.5	6
COc1ccc(CCNC(=O)CSc2nccc(=O)[nH]2)cc1OC	-16	-2	13	8	0	107	-3	13	-1.6	-17
CN(C(=O)c1ccc(NC(=O)Cc2ccc([N+](=O)[O-])cc2)cc1)C1CCCC1	-3	1	33	3	0	105	1	-4	-0.4	-6
CCC(=O)N1CCc2cc(S(=O)(=O)NCCCN3CCN(Cc4ccccc4)CC3)ccc21	4	3	-1	8	0	101	0	1	-1.5	2
COc1ccc(S(=O)(=O)N2CCOC2CNC(=O)C(=O)NCCN2CCOCC2)cc1 (configuration not stated)	8	-2	-4	14	-1	101	-4	-15	-2.0	-6
O=C(NCc1ccco1)Nc1ccccc1Cl	5	-1	-1	5	2	84	2	-14	-0.9	4

Reformatted with two lines to a compound: 13 of the compounds above
Every second line gives: PKA-R1A act, V-ATPase pH, Arrestin-AP2 inh, OPRM1-OPRD1 inv, DAGLB inhibitor, DSG3 Ab inh, HTR5A ag, HTR5A inv ctr, MOR-DOR ag, PKA-R2B act
- CCCCCCSc1ccc(-c2nc3ccc(C)cn3c2NCc2ccccc2)cc1
→ 9, 3, 21, 5, -1, 104, -1, 3, -1.2, 6
- COc1ccc(C2C(C#N)=C(C)NC(C)=C2C#N)c(OC)c1
→ -3, -2, -10, 8, -1, 103, 0, 1, -1.6, 5
- Cc1ccc(-n2ncc3c2CC(C)(C)CC3NC(=O)c2ccccn2)cc1 (configuration not stated)
→ -2, 5, 31, -2, -2, 102, -1, 5, 0.4, 0
- CCOC(=O)C1CCCN(C(=O)c2cccc(S(=O)(=O)N3CC(C)OC(C)C3)c2)C1 (configuration not stated)
→ -4, -2, 2, 3, 4, 76, 4, -11, -0.5, -14
- O=c1cc(-c2ccc(F)cc2)[nH][nH]1
→ -1, 1, 5, 10, 4, 122, -2, -30, -1.9, 6
- CCOC(=O)C1CCCN(c2c(N3CCN(c4cccc(Cl)c4)CC3)c(=O)c2=O)C1 (configuration not stated)
→ 0, 6, 11, 4, -2, 100, 5, -15, -0.7, -4
- CCCCNC(=O)O/N=C(\N)CS(=O)(=O)C(C)(C)C
→ -9, -4, -1, 10, 0, 104, 5, 12, -1.9, -10
- COc1ccc(C(=O)Nc2ccnn2C2CCN(C(C)CSC)CC2)cc1 (configuration not stated)
→ 10, -3, 3, 16, 0, 102, -2, 4, -3.0, -1
- Cc1ccc(NC(=O)N(Cc2ccco2)C(C)c2ccco2)cc1C (configuration not stated)
→ 2, 1, 27, 8, -7, 100, 1, 2, -1.3, 0
- CN1CCN(C(=O)C2=C[C@@H](c3coc4ccccc4c3=O)C[C@@H](OCCCCO)O2)CC1
→ -1, 3, 5, 14, -8, 101, 5, 6, -2.3, -5
- O=C(Nc1ccccc1-c1ccccc1)C1CCCCC1
→ 2, 0, 1, -3, -3, 98, 4, -10, 0.5, 6
- COc1ccc(CCNC(=O)CSc2nccc(=O)[nH]2)cc1OC
→ -16, -2, 13, 8, 0, 107, -3, 13, -1.6, -17
- CN(C(=O)c1ccc(NC(=O)Cc2ccc([N+](=O)[O-])cc2)cc1)C1CCCC1
→ -3, 1, 33, 3, 0, 105, 1, -4, -0.4, -6

Following part.
SMILES	PKA-R1A act	V-ATPase pH	Arrestin-AP2 inh	OPRM1-OPRD1 inv	DAGLB inhibitor	DSG3 Ab inh	HTR5A ag	HTR5A inv ctr	MOR-DOR ag	PKA-R2B act
Cc1ccccc1C(=O)c1cccn1CC(=O)NC(C)CCc1ccccc1 (configuration not stated)	2	-2	24	-15	-4	105	-1	11	2.9	-5
O=C(CN1CCN(C2CCCCC2)CC1)c1ccc2cc[nH]c2c1	1	4	1	-3	2	113	-4	-18	0.5	0
CN1CCN(c2ncnc3scc(-c4ccccc4Cl)c23)CC1	-2	-1	4	-18	-1	108	4	-15	2.2	-5
COC(CNC(=O)C1CCN(S(=O)(=O)c2ccc3nc4c(c(C(=O)O)c3c2)CC(C)CC4)CC1)OC (configuration not stated)	-4	4	16	8	1	103	1	7	-1.6	-8
O=C(CN1C(=O)C2C3C=CC(C3)C2C1=O)OCC(=O)c1ccc(Cl)c([N+](=O)[O-])c1 (configuration not stated)	0	1	11	78*	0	101	-8	21	-14	-1
O=C(CCC1CCCCC1)Nc1cccc(C(=O)Nc2ccc(C(=O)O)cc2)c1	3	5	37	5	-2	97	-4	16	-0.9	1
O=c1ccnc(Nc2ccc([N+](=O)[O-])cc2)[nH]1	3	1	-16	5	0	110	1	-17	-1.0	-1
COC(=O)C1(S(=O)(=O)C2(C(=O)OC)CCCC2)CCCC1	-7	1	22	6	0	.	-4	-35	-1.1	-5
COc1ccc(/C=N/NC(=O)CNC(=O)c2ccc3c(c2)OCCO3)cc1OC	2	2	.	10	1	147	0	0	-2.1	-1
COc1cc(NC(=O)Cn2cnc3c(SC)nc(N)nc32)cc(OC)c1OC	-4	-4	5	.	0	101	.	.	.	-8
CCc1ccc(C2C3=C(CC(C)(C)CC3=O)OC3=C2C(=O)CC(C)(C)C3)cc1	3	-6	17	8	-2	100	-4	11	-1.6	-1
O=C(Nc1ccc(SC(F)F)cc1)C12CCC(CC1)C2	-13	-4	9	-22	-8	91	2	-5	3.1	-3
O=C(Nc1ccc2c(c1)OCO2)c1cc(C2CC2)on1	-9	4	-2	6	-1	102	5	-22	-1.1	6
COc1ccc(OC)c(NC(=O)C(C)N2c3cccc4cccc(c34)S2(=O)=O)c1 (configuration not stated)	6	-4	-6	9	-4	96	2	-5	-1.6	-10
COc1cc(C2C(C(C)=O)=C(O)C(=O)N2CCc2c[nH]c3ccccc23)ccc1O (configuration not stated)	-7	-3	17	16	3	95	-1	-37	-2.9	-5
COc1ccc(CCNC(=O)CN(C)S(=O)(=O)c2ccc3c(c2)CCC(=O)N3)cc1OC	-3	3	6	-2	-1	106	5	-14	0.4	2
CCOC(=O)c1cc(CO)cc(C(=O)OCC)c1	-3	-3	42	13	-1	108	-3	-4	-2.5	7
CC(=O)c1sc(NC(=O)C2CCN(C(=O)c3ccc(F)cc3)CC2)nc1-c1ccccc1	-7	-2	-3	2	1	104	3	-9	-0.4	3
COc1ccc(-n2ncc(C(C)NS(=O)(=O)c3ccc(C(C)=O)cc3)c2C)cc1 (configuration not stated)	2	-3	8	17	1	114	0	-22	-3.0	-3
Cc1c(NC(=O)/C(C#N)=C/c2ccc(-c3cccc(Cl)c3)o2)c(=O)n(-c2ccccc2)n1C	4	1	27	18	3	98	4	-10	-3.0	2
Cc1nc2c(C)cccn2c(=O)c1NC(=O)c1ccc2c(c1)OCO2	-4	1	10	8	-2	91	-2	2	-1.6	3
CC1CCN(C(=O)c2[nH]cnc2C(=O)N[C@H](C)c2ccccc2)CC1	1	-3	24	-2	4	104	3	16	0.4	2
Cc1ccc(NC2CCCN(C(=O)c3ccc(F)cc3)C2)cc1C (configuration not stated)	3	-2	21	8	0	95	-1	-10	-1.7	0
CC(C)Oc1ccc2nnnn2n1	-1	-2	-5	12	1	100	-1	-4	-2.0	-7
CCn1ncc(/C=C/C(=O)Nc2c(C)nn(Cc3ccc(Cl)cc3Cl)c2C)c1C	-3	-1	-6	3	-6	102	0	3	-0.7	-13
COC(=O)C1=C(C)NC(=S)NC1c1ccc(-c2cc(Cl)ccc2Cl)o1 (configuration not stated)	-10	1	3	11	2	88	14	-8	-2.2	2
CCOC(=O)N1CCN(S(=O)(=O)c2ccc(C)c(C(=O)NC3CCCCC3)c2)CC1	-17	-3	-13	6	1	103	1	15	-1.2	-7
CCOc1ccc(NC(=O)NNC(=O)COc2ccc3ccccc3c2)cc1	7	-4	-2	15	3	100	-8	19	-2.9	4
CCN1C(=O)/C(=C/C=C2/Sc3ccccc3N2CCO)SC1=S	8	-2	-4	10	2	.	0	1	-2.2	-7
O=S1(=O)CCC(SCc2nc3sccn3c2Br)C1 (configuration not stated)	0	-1	2	-20	-2	101	0	-1	3.2	6
COc1cccc(OCc2cc(/C=N/Nc3ccc(C(=O)O)cc3)ccc2OC)c1	-5	-6	3	0	3	61*	-2	-8	-0.1	-16
CCC(C)NC(=O)C1c2cc(OC)c(OC)cc2C(=O)N(C)C1c1ccc(OC)cc1 (configuration not stated)	7	1	16	5	0	.	0	9	-0.7	4
